Source: PubChem
RAD54 inh: blocks human RAD54 Holliday junction branch migration; inhibition, % at 10.4 µM; 360,000 compounds, 0.14% hits; AID 602329; FAM/BHQ fluorescence;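 active = mean normalized replicate activity at least 40 and at least half of replicates scoring 40 or more; inconclusive = only one of the two criteria met; inactive = mean below 40 and under half of replicates reaching 40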;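 note: 0% = median of neutral control wells and 100% = median of positive control wells; inhibitors cause a drop in the FAM fluorescence signal; in these data hits start at about 50%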
RAD52 inh: blocks human RAD52 DNA annealing. inhibition, % at 18.7 µM. P43351. 360,000 compounds, 0.46% hits. recombinant RAD52 DNA annealing, FRET fluorescence;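 active = every replicate showing at least 50% inhibition; inconclusive = mean inhibition at least 50% but not in every replicate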
DENV2 CPE rescue: inhibitors of DENV2 cytopathic effect; DENV2-infected cells, cytopathic effect rescue, plate reader; CPE inhibition, % at 9.99 µM; 350,000 compounds, 1.7% hits; AID 651640; in the data active = CPE inhibition above about 20%, passing the limit was not always enough; inconclusive = no clear call, values can overlap the other calls; tested in BHK-21 cells;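 note: 0% = median of neutral control wells and 100% = median of positive control wells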
CASP6 VEID inh: blocks human caspase-6 cleavage activity. purified caspase-6, Z-VEID-R110 cleavage fluorescence. 350,000 compounds, 0.53% hits. P55212. inhibition, % at 12.5 µM;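 active = mean inhibition across replicates at least about 35%, with every replicate also reaching that limit, limit read from the data; inconclusive = only one of the two criteria met; inactive = neither criterion met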;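 note: 0% = median of neutral control wells and 100% = no fluorescence left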
Target sequence (P55212 24-179 limits assumed): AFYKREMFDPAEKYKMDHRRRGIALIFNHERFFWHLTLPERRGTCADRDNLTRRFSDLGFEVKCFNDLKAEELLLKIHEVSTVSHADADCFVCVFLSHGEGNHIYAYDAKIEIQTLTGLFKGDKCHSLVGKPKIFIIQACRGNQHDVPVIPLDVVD
Target sequence (P55212 194-293 limits assumed): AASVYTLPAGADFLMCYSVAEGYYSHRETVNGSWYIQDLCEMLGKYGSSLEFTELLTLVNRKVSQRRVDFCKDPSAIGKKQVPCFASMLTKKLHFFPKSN
E-sel inducer: induces E-selectin expression in human endothelial cells. HUVEC E-selectin immunofluorescence imaging; normalized: neutral wells 0, TNF-alpha wells 100. activation, % at 7.58 µM. 260,000 compounds, 0.37% hits. AID 686992;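 active = mean E-selectin-positive cell signal at least 10% of the positive control, reached in at least 60% of replicates, without over 20% cell loss; inconclusive = no rule given, readout overlaps actives, possibly toxicity-flagged; inactive = the rest, including those meeting only one limit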;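 note: in these data hits start at about 27%; measured in HUVEC primary endothelial cells; signal is the percent of cells scored E-selectin positive by PE staining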
Target sequence (P16581 whole entry, looked up): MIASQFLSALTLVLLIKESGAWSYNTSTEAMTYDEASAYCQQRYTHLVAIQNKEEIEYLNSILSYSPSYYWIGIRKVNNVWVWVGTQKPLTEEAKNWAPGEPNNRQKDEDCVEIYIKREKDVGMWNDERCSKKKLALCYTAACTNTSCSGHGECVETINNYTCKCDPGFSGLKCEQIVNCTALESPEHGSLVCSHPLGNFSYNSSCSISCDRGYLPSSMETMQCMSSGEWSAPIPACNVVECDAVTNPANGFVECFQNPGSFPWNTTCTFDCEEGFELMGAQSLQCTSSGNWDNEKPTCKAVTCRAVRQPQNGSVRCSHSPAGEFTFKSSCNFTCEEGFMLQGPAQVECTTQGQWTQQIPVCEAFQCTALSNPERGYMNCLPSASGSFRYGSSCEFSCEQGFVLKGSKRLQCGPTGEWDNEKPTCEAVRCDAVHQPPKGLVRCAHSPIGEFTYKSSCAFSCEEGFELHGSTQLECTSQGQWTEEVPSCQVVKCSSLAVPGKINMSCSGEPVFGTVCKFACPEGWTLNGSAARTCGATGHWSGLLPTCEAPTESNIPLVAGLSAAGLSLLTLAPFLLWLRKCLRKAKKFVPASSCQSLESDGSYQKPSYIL
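System: HUVEC, human umbilical vein endothelial cells; quantity: 3,000 cells/well; buffer or medium: EGM-2 medium, gelatin-coated wells; dosing: single-point compound dose; detection: immunofluorescence imaging; evaluation: % PE-positive cells; benchmarks: TNF-alpha, DMSO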
GSIS activator: primary screen for activators of insulin secretion dependent on glucose, INS-1E cells, GLuc reporter luminescence; INS-1E GLuc reporter insulin secretion, 2-3 h; activation, % at 16.6 µM; 370,000 compounds, 0.61% hits;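 active = lowest replicate activation of at least 40%, so every replicate reaches that level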;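 note: 0% = median of neutral control wells and 100% = median of IBMX positive control wells; some compounds called inactive have numbers as strong as hits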
Xi reactivation: X-chromosome reactivation activator. XiGFP mouse fibroblasts, % GFP-positive cells imaging, 3 d; cells co-treated with 5-aza-dC sensitizer; scaled so ellipticine positive control = 100%. activation, % at 7.58 µM. 360,000 compounds, 0.055% hits. AID 743238;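 active = mean normalized replicate activation at least 10% and every replicate at or above 10%; inconclusive = only one of the two criteria met; inactive = mean below 10% and not all replicates reach 10%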;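 note: 0% = median of on-plate neutral control wells and 100% = ellipticine 6 µM median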
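System: 68-5-11 XiGFP fibroblast line; Timing: 3 days compound exposure; Compound dosing: one concentration, pinned; Benchmarks: positive control ellipticine, 6 µM final; Buffer or medium: DMEM containing 5-aza-dC.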
CFTR F508del cor: correctors of CFTR F508del function in bronchial epithelial cells; CFBE cells, YFP halide quenching; stimulated with forskolin plus potentiator P3; % fluorescence drop versus neutral controls; activity (quench increase), % at 7.58 µM; 350,000 compounds, 0.36% hits; AID 720511;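 active = mean added fluorescence quench of at least 8% versus neutral control, with both replicates also reaching 8%; inconclusive = only one of the mean or replicate conditions met; inactive = mean below 8% and not both replicates reaching 8%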;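 note: cells transiently co-express mutant CFTR-F508del with the halide-sensitive YFP; corrector assay measuring rescue of mutant channel to the surface after 24 h compound exposure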
Active calls of the source: *; ? = inconclusive; · = no result given; & = joins results of further samples.

SMILES	RAD54 inh	RAD52 inh	DENV2 CPE rescue	CASP6 VEID inh	E-sel inducer	GSIS activator	Xi reactivation	CFTR F508del cor
CCNC(=S)N(CCc1c(C)[nH]c2ccc(C)cc12)Cc1cc(OC)c(OC)c(OC)c1	-2	1	-7	0	-0.1	1	0.3	1.8
COc1ccc(NC(=O)Nc2ccc3c(c2)C(=O)N([C@H](C)CO)C[C@@H](C)[C@@H](CN(C)Cc2ccccc2)O3)cc1	-3	4	0	1	0.2	-5	0.0	2.2
Cc1ccc(C(=O)CSc2nnc(C3CC3)n2C2CC2)s1	4	-21	10	0	1.2	9	0.3	-1.1
CCOC(=O)N1C(=O)NC(=O)C1c1ccc(OC)cc1 (configuration not stated)	·	-6	-2	-3	2.5	-19	0.3	1.4
Cc1ccc(CN2CCN(Cc3cnc(N(C)C)s3)CC2CCO)o1 (configuration not stated)	·	-13	10	-1	3.5	3	0.0	-1.6
C/C=C/c1cnc2c(c1)C(=O)N([C@@H](C)CO)C[C@H](C)[C@@H](CN(C)C(=O)Nc1ccc(OC)cc1)O2	-2	0	12	2	0.6	-1	-1.0	0.5
O=[N+]([O-])c1ccccc1S(=O)(=O)Oc1ccccc1/C=N/n1cnnc1	·	3	-5	-2	·	13	0.0	-3.5
CCCN(C)C[C@@H]1Oc2cc(C#CCC3CCCC3)ccc2S(=O)(=O)N([C@H](C)CO)C[C@H]1C	·	·	·	·	-0.6	-1	-0.2	-1.2
COC(=O)N[C@H](c1ccccc1)[C@@]1(C)C[C@@H]1[C@@H](C)C(=O)Nc1ccc2ccccc2c1	3	-9	2	-1	0.0	-9	0.0	0.6
CO[C@H]1CN(C)C(=O)c2ccc(NC(=O)c3ccc4c(c3)OCO4)cc2OC[C@@H](C)N(CC2CC2)C[C@H]1C	8	7	-1	-3	0.2	7	0.5	-1.7
CNC(=O)C[C@@H]1CC[C@@H]2[C@H](COC[C@H](O)CN2S(=O)(=O)c2ccc(Oc3ccccc3)cc2)O1	10	5	5	1	0.1	4	0.1	0.9
O=C(O)c1cccc(N2C(=O)c3cccc4cccc(c34)C2=O)c1	11	-3	14	0	0.4	-2	0.0	-3.0
O=C(CN1C(=O)C(=O)N(C2CCCC2)C1=O)Nc1ccc(F)cc1F	0	-10	-4	-3	1.3	5	0.0	-0.7
COc1ccc(C(=O)NC2CCC(O)CC2)cc1S(=O)(=O)NCc1ccc(Cl)cc1 (configuration not stated)	-3	-7	1	1	·	-1	-0.1	0.9
Cc1cccc(-c2noc(CN(C)C(=O)c3ccc4c(c3)OCO4)n2)c1	-9	5	0	5	·	13	0.1	-1.9
CCOC(=O)N1CCC(NC(=O)c2ccc3snnc3c2)CC1	-3	3	-5	1	-0.3	·	0.1	6.6
COc1ccc(CNC(=O)CS(=O)CC(=O)O)cc1OC (configuration not stated)	-11	-16	-3	-1	·	-8	0.2	2.9
CCN1CCN(C(=O)c2ccc(CS(=O)(=O)Cc3ccccc3C)o2)CC1	0	-5	-5	-1	·	6	0.1	-2.7
COc1cc(N=Nc2ccc(C(=O)N(C)C)cc2)c(C)cc1N	-6	-80	1	-1	-0.5	-11	0.1	2.3
COc1ccc(-n2nnnc2C(c2cc3ccccc3o2)N2CCN(C/C=C/c3ccccc3)CC2)cc1 (configuration not stated)	2	-12	-9	-5	·	-16	-0.2	0.1
O=C(N/N=C/c1cc(Br)c(O)c(Br)c1)C1CC1	5	-8	-2	3	0.0	-1	0.3	0.4
CC(C)NC(=O)Nc1ccc2c(c1)C(=O)N([C@H](C)CO)C[C@H](C)[C@H](CN(C)C(=O)c1ccncc1)OCCCC[C@@H](C)O2	11	-4	-4	-1	-0.2	53	0.4	1.2
COC(=O)C1=C(C)NC(=S)NC1c1ccc(-c2ccccc2C(=O)OC)o1 (configuration not stated)	·	-10	12	7	5.1	0	0.2	-1.1
Cc1ccc(S(=O)(=O)N(C)C[C@H]2Oc3ccc(NS(=O)(=O)c4ccc(Cl)cc4)cc3C(=O)N([C@@H](C)CO)C[C@H]2C)cc1	·	-10	1	0	-8.5	-31	0.4	2.6
CCOC(=O)[C@]12CCCC=C1N(CCC1=CCCCC1)C(=O)[C@H](CC(=O)NCCCCc1ccccc1)C2	·	-4	4	0	-0.5	-30	0.2	-0.9
CCCCn1c(-c2nonc2NC(=O)c2ccccc2Cl)nc2ccccc21	1	4	-3	-1	0.3	6	0.0	-5.9
O=C(NC1CCCCC1)C(CCc1ccccc1)N1CCc2ccccc2C1 (configuration not stated)	-2	-4	-9	-2	1.0	-3	·	-1.2
O=C(NCc1ccncc1)C(=O)Nc1ccc2c(c1)OCO2	·	0	2	-1	4.0	7	-0.1	2.3
CN1C(=O)[C@H]2[C@@H](c3ccc(C(F)(F)F)cc3)N[C@]3(CCCN(CC4CCCCC4)C3=O)[C@H]2C1=O	-7	-9	1	8	-0.2	-23	0.3	-3.1
Cc1c(Cl)cccc1NC(=O)NCc1ccccn1	14	-6	2	-4	-0.1	19	0.0	0.0
COc1ccc(S(=O)(=O)N2CCCCC2)cc1NC(=O)C1CC1	3	-6	-3	1	·	·	0.2	0.4
CCCCOc1ccc(NC(=O)[C@@H]2CCCN2C(=O)C2CCN(S(=O)(=O)c3ccc(C)cc3)CC2)cc1	·	-22	?	5	-1.4	-1	-0.1	0.6
C[C@@H]1CCCCO[C@@H](CN(C)Cc2ccc(C(=O)Nc3ccccc3N)cc2)[C@@H](C)CN([C@H](C)CO)C(=O)c2cc(NS(=O)(=O)c3ccc(Cl)cc3)ccc2O1	·	31	-8	3	0.1	21	0.5	3.8
CC(C)c1ccc2nc(SCC(=O)NCC3CCCO3)c(C#N)cc2c1 (configuration not stated)	4	-13	-9	-3	0.2	-2	0.1	-0.9
O=C1[C@H]2[C@@H](c3ccc(C(F)(F)F)cc3)N[C@]3(CCCN(Cc4ccc(Cl)cc4)C3=O)[C@H]2C(=O)N1Cc1ccccc1	-8	-4	-1	1	0.1	·	0.3	4.8
COCC(=O)Nc1ccc2c(c1)[C@H]1C[C@@H](CC(=O)N[C@H](C)c3ccccc3)O[C@H](CO)[C@H]1O2	-4	9	-2	0	-0.1	3	0.2	0.5
CC(=O)Oc1ccc(/C=C2/C(=O)N(c3ccccc3)N=C2C)cc1	-14	-8	0	7	0.1	14	0.1	4.7
COc1cc(/C=C/c2nc3ccccc3c(=O)[nH]2)cc(Cl)c1O	-6	-28	6	6	-0.2	4	0.1	-1.0
COC(=O)c1ccc(/C=N\NC(=O)CC(=O)NCCc2ccccc2)cc1	-15	-6	2	-1	·	-5	0.0	-0.6
COc1cc(C)nc(Oc2ccc(OCCOc3ccccc3)nn2)n1	·	-13	1	1	·	0	0.1	·
CCCOC(=O)c1ccc(O)c(OC)c1	-4	-10	7	-1	·	-4	0.0	1.5
COCCN(CC(=O)Nc1cccc(C)c1C)C(=O)c1cc(-c2cccs2)nn1-c1ccccc1	-3	-15	0	-3	0.7	-24	0.1	2.1
Cc1ccccc1OCC(=O)NN1CCN(C)CC1	-4	-16	1	-4	0.0	1	-0.2	·
Cc1nn(CC(=O)NC(C)C(C)C)c(C)c1S(=O)(=O)N1CCCCC1 (configuration not stated)	·	-2	0	3	·	16	-0.1	-6.1
Cc1cccc(N2CCN(C(=O)c3ccccc3NC(=O)C3=CSCCO3)CC2C)c1 (configuration not stated)	-10	-12	9	-1	·	-22	0.3	2.7
CC(C)c1ccc(NC2CCCN(C(=O)c3cnn(C(C)C)c3)C2)cc1 (configuration not stated)	0	-25	8	1	-0.2	-5	0.0	-2.1
CCCCc1c(Cc2cccc(F)c2)ncn1CCc1ccccc1OC	·	2	-4	2	0.0	123*	0.2	0.8
N#CCCN(Cc1ccccc1)C(=O)CCC(=O)c1ccc(F)cc1	-3	-50	-5	24	-0.1	·	0.1	-1.9
CCCNC(=O)N1[C@H](CN(C)C(C)=O)[C@H](c2ccc(C3=CCCC3)cc2)[C@@H]1CO	5	5	5	0	0.4	0	0.2	-2.3
C#CCN1C=CC(=O)[C@@H](O)[C@H]1c1ccccc1Br	-1	-6	-2	-1	0.0	8	0.0	-0.2
CCCNC(=O)[C@@H]1[C@@H](CO)[C@@H]2Cn3c(ccc(C4=CCCC4)c3=O)[C@H]1N2CCC(F)(F)F	-2	-30	4	-3	-0.5	1	0.1	0.5
CC(=O)c1cccc(-n2c(CCC(=O)O)ccc2-c2ccccc2)c1	-16	-25	-1	11	1.6	4	0.0	·
COC(=O)C[C@@H]1CC[C@@H]2[C@H](COc3ccc(NC(=O)NCc4ccccc4)cc3C(=O)N2C)O1	7	·	·	·	0.0	6	0.1	-0.8
C[C@H](CO)N1C[C@H](C)[C@H](CN(C)CC2CC2)Oc2ccc(N(C)C)cc2CC1=O	·	7	-2	0	0.3	9	-0.2	-2.1
O=C(NC(=S)Nc1ccccc1N1CCCCC1)c1ccc(F)cc1Cl	-21	-12	-3	-4	-0.1	18	0.2	1.1
C[C@@H]1CN([C@@H](C)CO)C(=O)c2cc(NC(=O)Nc3ccc4c(c3)OCO4)ccc2O[C@H]1CN(C)S(=O)(=O)c1ccc(F)cc1	-4&7	-6&0	-8&-9	1&-3	-15&-0.1	-1&-3	-0.1&0.1	2.9&-0.3
C[C@H](O)[C@@H]1C(=O)N2CCc3c([nH]c4c(-c5ccccc5)cccc34)[C@@H]2C[C@@H]1N(C)C(=O)c1cc(Cl)cc(Cl)c1	·	10	-1	-3	-0.3	-33	0.5	2.5
Cc1cccc2c(N=O)c(O)n(CCc3ccccc3)c12	-10	-3	0	1	1.8	-7	0.0	1.3
C[C@H](CO)N1C[C@H](C)[C@@H](CN(C)C(=O)Nc2ccc(C(F)(F)F)cc2)OCCCC[C@H](C)Oc2ccc(NC(=O)Nc3ccccc3)cc2C1=O	-8	-12	2	3	-0.2	21	0.3	0.8
O=C1C=C(c2cccc(OCc3ccccc3)c2)C[C@@H](c2ccc3c(c2)OCO3)C1	-9	-14	-8	-3	-0.4	5	0.0	5.7

Continuation:
SMILES	RAD54 inh	RAD52 inh	DENV2 CPE rescue	CASP6 VEID inh	E-sel inducer	GSIS activator	Xi reactivation	CFTR F508del cor
COc1cnc(SCCC(F)=C(F)F)[nH]c1=O	·	-10	·	5	·	2	0.4	-3.6
C=CC[C@@H](CC(=O)N[C@@H](CO)Cc1ccccc1)C(=O)NCCOC(=O)[C@@H](CC=C)CC(=O)OC(C)(C)C	-8	-13	10	-3	0.0	·	0.5	3.8
COc1cc(OC)c(N(C)S(=O)(=O)c2cccc(C(=O)NC3=NCCS3)c2)cc1Cl	1	-3	9	0	11	8	0.0	-1.9
C[C@H](CO)N1C[C@H](C)[C@H](CN(C)C)Oc2ncc(C#CC(C)(C)O)cc2C1=O	-4	3	?	0	-0.4	14	0.0	0.9
Cc1ccc(S(=O)(=O)Nc2ccc3c(c2)CC(=O)N([C@H](C)CO)C[C@@H](C)[C@H](CN(C)C(=O)Nc2ccc(F)cc2)O3)cc1	-4	0	-7	0	0.5	28	-0.1	-0.8
